AID2073: inhibitors of Mint1-CaV2.2 protein interaction, biochemical, HTRF (AID 2073). Voltage-dependent N-type calcium channel subunit alpha-1B (Homo sapiens). HTRF protein-protein interaction, Mint1-CaV2.2; higher % means a stronger effect. inhibition, % at 20 µM; hits with a dose series show IC50 in µM. 290,000 tested, 0.19% active; in the data active = inhibition mostly above about 51%, no sharp cut-off; inconclusive = no clear call, values can overlap the other calls; inactive = mostly below about 53%; note: some results filed as inactive read as strong as hits
Dengue-2 NS5 capping: Dengue-2 NS5 methyltransferase inhibitors, primary screen, biochemical, confirmation dose response (AID 588689); Genome polyprotein (Dengue virus type 2 (strain 16681-PDK53)); Dengue-2 NS5 methyltransferase capping enzyme assay, biochemical; higher % means a stronger effect; inhibition, % at 25 µM; hits with a dose series show IC50 in µM; 340,000 tested, 0.3% active; in the data active = a potency from the dose series; inconclusive = inhibition above about 29% without an active follow-up result
Yfh1-off respiration: enhancers of respiration in Yfh1-depleted yeast, dose response, Friedreich's ataxia, plus single-dose screen (AID 1465) | S. cerevisiae Yfh1-off respiration, WST-1 reduction, 72 h; higher fold induction means a stronger effect | fold induction at 50 µM, or EC50 in µM where a hit was titrated | 220,000 tested, 0.074% active;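 active = fold induction of absorbance versus untreated yeast above a set limit, then at least 30% activation at any dose in follow-up; inconclusive = repeats straddling the limit, or above it without dose testing; inactive = fold induction below the set limit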;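 note: activators that raise dye reduction in frataxin-depleted yeast; strong numbers were not always called active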
KOR beta-arrestin-1: KOR antagonists, beta-arrestin recruitment, cell-based, luminescence, uHTS (AID 1778); Kappa-type opioid receptor (Homo sapiens); KOR beta-arrestin recruitment, luminescence, antagonist mode; higher % means a stronger effect; inhibition, % at 10 µM; hits with a dose series show IC50 in µM; 290,000 tested, 0.091% active; note: strong numbers were not always called active
West Nile virus CPE: West Nile virus antiviral activity, cell-based, CPE readout (AID 1621). CPE inhibition, % at 10 µM, or IC50 in µM where a hit was titrated. West Nile virus-infected cells, CPE inhibition; higher % means a stronger effect. 290,000 tested, 0.02% active; in the data active = a potency from the dose series; inconclusive = CPE inhibition mostly from about 3.7% at the one dose, without a potency; inactive = the rest, 99 in 100 with CPE inhibition below about 2.2%; note: strong numbers were not always called active
NOD2 inhibition: NOD2 signaling inhibitors, cell-based, luminescence, uHTS, HEK293 (AID 1566). HEK293 NOD2/NF-kB luciferase reporter, luminescence; higher % means a stronger effect. inhibition, % at 4 µM, or EC50 in µM where a hit was titrated. 290,000 tested, 0.63% active; note: many of its hits are not listed in these tables
NOD1 inhibition: NOD1 signaling inhibitors, primary screen, cell-based, luminescence, uHTS (AID 1578); 290,000 tested, 1% active; NOD1-driven NF-kB luciferase reporter cells, luminescence; higher % means a stronger effect; inhibition, % at 4 µM, or EC50 in µM where a hit was titrated; in the data active = inhibition mostly above about 36%, no sharp cut-off; inactive = mostly below about 34%;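 note: HEK-293T reporter cells stimulated with the NOD1 agonist gamma-tri-DAP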
HIV fusion peptide: inhibitors of HIV fusion peptide binding, primary screen, biochemical, uHTS, fluorescence dequenching (AID 1986); cell-free peptide binding, fluorescence dequenching, 30 min; higher % means a stronger effect; inhibition, % at 20 µM, or IC50 in µM where a hit was titrated; 290,000 tested, 0.3% active; in the data active = inhibition mostly above about 52%, no sharp cut-off; inactive = mostly below about 76%; note: some results filed as inactive read as strong as hits
KOR beta-arrestin-2: KOR agonists, beta-arrestin recruitment, primary screen, cell-based, luminescence, uHTS (AID 1777) | Kappa-type opioid receptor (Homo sapiens) | KOR beta-arrestin recruitment, luminescence; higher % means a stronger effect | one-dose activation, % at 10 µM; EC50 in µM for titrated hits | 280,000 tested, 0.02% active; in the data active = activation above about 50%, passing the limit was not always enough; note: a part of the inactive calls stands beside numbers as strong as those of hits
Dengue-2 NS5 capping pilot replicate: further read-out of Dengue-2 NS5 capping, marked with its call; inhibition, %; measured here: pilot screen replicate inhibition
An asterisk follows results filed as active; i = inactive; ? = inconclusive; nt = not tested or not shown; [ ] = another dose, or the depositor's remark. Cut-off read from the data, not from the text of the source, unless noted: active = inhibition above about 50%; inactive = the rest.

SMILES	AID2073	Dengue-2 NS5 capping	Yfh1-off respiration	KOR beta-arrestin-1	West Nile virus CPE	NOD2 inhibition	NOD1 inhibition	HIV fusion peptide	KOR beta-arrestin-2	others
Clc1ccc(-c2nc3nc4ccccc4nc3n2Cc2ccco2)cc1	-4%	10%	i	-10%	0.1%	-113%	-74%	12%	-0.1%
O=C(Cc1ccccc1)Nc1ccc(-c2nnc(-c3ccco3)o2)cc1	8%	-3%	i	-13%	0.8%	11%	-28%	1.2%	-3.4%
CC(C)N(C(=O)CSc1nnc(Cn2nnc3ccccc32)n1C)C(C)C	-5%	0%	i	-4%	1.0%	5%	-9%	-0.5%	2.5%
O=c1c2c(-c3ccc([N+](=O)[O-])cc3)ccnc2[nH]n1-c1ccccc1	-6%	-2%	nt	22%	-0.1%	5%	1%	-3.0%	-2.6%
Cc1ccc(S(=O)(=O)N2CCN(C(=O)c3ccco3)CC2)cc1	9%	-4%	nt	-3%	-0.9%	11%	-25%	-1.4%	0.3%
CC1=C(C(=O)OCC(C)C)C(c2ccsc2)NC(=O)N1 (configuration not stated)	1%	4%	i	0%	-0.2%	10%	-6%	7.2%	-4.8%	Dengue-2 NS5 capping pilot replicate=0.6
CCC1=[N+](CC(=O)c2ccc(C)cc2)CCn2cccc21	19%	-14%	i	12%[20 µM]	-0.8%	-24%	-32%	5.0%	-7.0%
N#CC1(C#N)[C@@H](C(=O)C23CC4CC(CC(C4)C2)C3)C12CCOCC2	0%	-5%	i	-19%	0.7%	-4%	-2%	-1.7%	-2.1%
CN(C)c1ccnc2sc3c(=O)n(-c4ccccc4)cnc3c12	-30%	-2%	i	5%	0.3%	16%	22%	-2.8%	-3.7%
Cc1ccccc1OCCC(=O)NCCc1ccc(S(N)(=O)=O)cc1	1%	-1%	i	8%	0.0%	-8%	-25%	1.4%	0.8%

Brought forward from above: four entries, followed by the next part.
SMILES	AID2073	Dengue-2 NS5 capping	Yfh1-off respiration	KOR beta-arrestin-1	West Nile virus CPE	NOD2 inhibition	NOD1 inhibition	HIV fusion peptide	KOR beta-arrestin-2	others
CCC1=[N+](CC(=O)c2ccc(C)cc2)CCn2cccc21	19%	-14%	i	12%[20 µM]	-0.8%	-24%	-32%	5.0%	-7.0%
N#CC1(C#N)[C@@H](C(=O)C23CC4CC(CC(C4)C2)C3)C12CCOCC2	0%	-5%	i	-19%	0.7%	-4%	-2%	-1.7%	-2.1%
CN(C)c1ccnc2sc3c(=O)n(-c4ccccc4)cnc3c12	-30%	-2%	i	5%	0.3%	16%	22%	-2.8%	-3.7%
Cc1ccccc1OCCC(=O)NCCc1ccc(S(N)(=O)=O)cc1	1%	-1%	i	8%	0.0%	-8%	-25%	1.4%	0.8%
CCCOc1cccc(C(=O)N(Cc2ccccc2)C2CCS(=O)(=O)C2)c1 (configuration not stated)	9%	-5%	nt	-16%	-1.2%	0%	-23%	0.9%	-2.4%
O=C(COC(=O)c1cccc(C(F)(F)F)c1)NCc1ccccc1	-4%	-3%	i	-38%	0.0%	-5%	-32%	-1.9%	-1.8%
COc1cc(C(=O)NC2CC(C)(C)CC(C)(C)C2)ccc1OC1CCN(C(C)=O)CC1	5%	8%	nt	-40%[20 µM]	-0.9%	26%	-10%	1.6%	4.0%
COc1ccc(-n2c(N)c(C#N)c3ccc([N+](=O)[O-])cc3c2=O)cc1	10%	2%	i	23%	-0.3%	-14%	-14%	4.6%	3.9%
Cc1ccc(C2C(C#N)=C(N)OC3=C2C(=O)CC(C)(C)C3)s1 (configuration not stated)	?	41%	i	-3%	0.3%	7%	-7%	0.3%	0.7%
CCOC(=O)CCCc1ccc(/C(C)=N/NC(N)=S)cc1	-16%	-3%	i	-15%	1.3%	-18%	5%	-0.7%	7.6%
CCCC1C(=O)N(Cc2ccccc2)C(=O)CC1C (configuration not stated)	1%	-3%	i	nt	0.0%	-36%	-7%	-1.9%	5.9%
Cn1c2ccccc2c2cc(/C=N/NC(=O)c3cc(O)ccc3O)ccc21	15µM*	13%	nt	-54%	-0.6%	0%	-8%	29%	6.9%
CCOC(=O)c1cc(CC)sc1N	-2%	1%	i	22%	-0.5%	14%	8%	1.6%	-2.7%
Cc1ccccc1NC(=O)c1cccc(S(=O)(=O)Nc2cccc(C(=O)O)c2)c1	14%	-1%	nt	-46%[20 µM]	0.4%	11%	1%	0.8%	12%	Dengue-2 NS5 capping pilot replicate=-0.9

Gathered by group: the compounds so far containing nitrogen in an aromatic ring
SMILES	AID2073	Dengue-2 NS5 capping	Yfh1-off respiration	KOR beta-arrestin-1	West Nile virus CPE	NOD2 inhibition	NOD1 inhibition	HIV fusion peptide	KOR beta-arrestin-2	others
Clc1ccc(-c2nc3nc4ccccc4nc3n2Cc2ccco2)cc1	-4%	10%	i	-10%	0.1%	-113%	-74%	12%	-0.1%
O=C(Cc1ccccc1)Nc1ccc(-c2nnc(-c3ccco3)o2)cc1	8%	-3%	i	-13%	0.8%	11%	-28%	1.2%	-3.4%
CC(C)N(C(=O)CSc1nnc(Cn2nnc3ccccc32)n1C)C(C)C	-5%	0%	i	-4%	1.0%	5%	-9%	-0.5%	2.5%
O=c1c2c(-c3ccc([N+](=O)[O-])cc3)ccnc2[nH]n1-c1ccccc1	-6%	-2%	nt	22%	-0.1%	5%	1%	-3.0%	-2.6%
CCC1=[N+](CC(=O)c2ccc(C)cc2)CCn2cccc21	19%	-14%	i	12%[20 µM]	-0.8%	-24%	-32%	5.0%	-7.0%
CN(C)c1ccnc2sc3c(=O)n(-c4ccccc4)cnc3c12	-30%	-2%	i	5%	0.3%	16%	22%	-2.8%	-3.7%
COc1ccc(-n2c(N)c(C#N)c3ccc([N+](=O)[O-])cc3c2=O)cc1	10%	2%	i	23%	-0.3%	-14%	-14%	4.6%	3.9%
Cn1c2ccccc2c2cc(/C=N/NC(=O)c3cc(O)ccc3O)ccc21	15µM*	13%	nt	-54%	-0.6%	0%	-8%	29%	6.9%

Additional results follow.
SMILES	AID2073	Dengue-2 NS5 capping	Yfh1-off respiration	KOR beta-arrestin-1	West Nile virus CPE	NOD2 inhibition	NOD1 inhibition	HIV fusion peptide	KOR beta-arrestin-2	others
CCOc1ccc(C(CC(=O)O)NC(=O)c2cccs2)cc1OC (configuration not stated)	19%	-7%	i	-22%[20 µM]	1.5%	4%	-34%	-1.4%	nt
Cc1cc(OCCCn2ccnc2)ccc1C(C)C	-4%	2%	i	-45%	-1.9%	7%	-29%	1.1%	0.1%
CN(Cc1ccccc1)C(=O)CCS(=O)(=O)c1ccc2c(c1)n(C)c(=O)c(=O)n2C	2%	0%	i	6%	0.0%	16%	-9%	0.6%	-3.4%
COc1ccc(CCNC(=O)NC23CC4CC(CC(C4)C2)C3)cc1OC	-2%	-3%	i	0%	0.0%	20%	12%	-0.8%	-0.4%
C/C(=N\NC(=O)c1cccnc1)c1ccc(Br)cc1	-7%	-2%	nt	-6%	0.0%	16%	12%	0.7%	0.5%
C=CCN(CC=C)C(=O)c1cccc(S(=O)(=O)N2c3ccccc3CC2C)c1 (configuration not stated)	-3%	0%	i	15%	-0.7%	11%	-5%	0.2%	-2.2%
CCCNC(C)C(=O)Nc1ccccc1C (configuration not stated)	-11%	-1%	i	-24%	0.3%	-19%	-14%	-0.2%	-1.7%
COc1cccc(-n2c(=O)c3sccc3n(CC(=O)NCC3CCCO3)c2=O)c1 (configuration not stated)	4%	-3%	nt	-6%	0.0%	13%	-2%	-0.3%	2.0%
CN1CCCN(Cc2ccccc2C(F)(F)F)CC1	0%	-5%	i	-15%	0.2%	3%	-21%	2.1%	-3.3%	Dengue-2 NS5 capping pilot replicate=4.6
Cn1c(SCC(=O)NC2CCCC2)nc2cccnc21	12%	4%	i	13%	0.8%	17%	17%	-2.8%	0.2%
CCOc1cc(/C=N/O)cc(Br)c1OC	9%	-6%	i	-1%	-0.4%	13%	24%	-2.5%	-8.1%
CC(C)(C)NC(=O)NC(=O)CN1CCc2ccccc21	-1%	-7%	i	-5%	-0.6%	-11%	-20%	-0.6%	3.3%
O=C(CCC(=O)c1ccc[nH]1)c1ccc(Cl)cc1	20%	-7%	i	-61%	-0.3%	-82%	-72%	1.1%	2.8%
CCC(CC)CN1C(Nc2ccccc2)=NC[C@@H]1C	2%	-10%	nt	-7%[20 µM]	-1.0%	4%	-20%	-0.4%	-2.8%
O=C(c1cccc(F)c1)N1CCN(Cc2c[nH]c3ccccc23)CC1	1%	-4%	i	-26%	0.1%	10%	6%	-0.7%	6.0%
O=C(COC(=O)c1ccccc1SCC(=O)N1CCCC1)Nc1ccccc1C(F)(F)F	-15%	-4%	nt	13%	-0.5%	10%	-4%	-0.9%	-4.5%
O=C(/C=C/N1CCOCC1)c1ccc(-c2ccccc2)cc1	29%	-4%	i	-17%	-0.4%	-95%	-28%	11%	3.7%
CCN(CC)c1ccc(C(=O)N/N=C(\C)c2cccc(OC)c2)cc1	?	-4%	i	-8%	-1.2%	6%	-7%	-1.5%	-2.6%
Cn1cnc2cc(OC(=O)c3ccccc3)ccc21	-3%	-3%	i	-16%	0.6%	6%	-9%	2.0%	-1.7%
O=C(C1=C(O)C(=O)N(c2nccs2)C1c1ccccc1)c1cc2ccccc2o1 (configuration not stated)	-45%	?	i	23%	-0.3%	-20%	-9%	25%	2.0%
CC1(OC(=O)C2CCCC2)C(=O)C=C2C=C(c3ccsc3)N(CC3CC3)C=C2C1=O (configuration not stated)	-4%	20%	i	7%	-0.5%	8%	-6%	-0.3%	2.8%
COc1ccc(C(=O)NC(=S)NCCO)cc1Br	-10%	-6%	i	-13%	0.1%	-11%	nt	-3.4%	0.2%
C=CCNc1nc2c(c(=O)[nH]c(=O)n2C)n1CCCc1ccccc1	4%	6%	nt	-32%[20 µM]	-1.8%	19%	12%	2.0%	-3.4%
c1ccc2[nH]c(CSc3nc4ccccc4s3)nc2c1	-5%	-10%	i	25%	-0.5%	-13%	-21%	-0.7%	-0.9%
CCOc1ccc(NC(=O)C[n+]2ccccc2)cc1	9%	-4%	i	-48%	0.4%	-3%	-4%	-0.8%	2.9%
Cc1ccccc1C(=O)NC(=S)N(C)CCc1ccccn1	-11%	-2%	i	-11%	0.1%	-2%	-44%	1.4%	3.0%
COc1ccc(CNc2nc(-c3cccnc3)nn2C(=O)c2cccs2)cc1	6%	-9%	nt	14%	nt	-4%	-4%	-1.0%	10%
COc1ccc(/C=C/C(=O)c2sc(-c3ccc(Cl)cc3)nc2C)cc1	-15%	nt	i	-16%	0.2%	-3%	-27%	2.2%	-4.1%

An excerpt; rates above refer to the full screens.
